Bioassay records from PubChem BioAssay.
S3 lipid droplet: qHTS Assay for Lipid Storage Modulators in Drosophila S3 Cells. hit rate 0.64% among 320,000. Drosophila S3 cells, BODIPY lipid droplet fluorescence, 18-24 h; cells fed with added oleic acid. lipid storage change, negative = inhibition, % at the top dose, mostly 46.1 µM; hits show Potency in µM; active = well fitted inhibition curve with a large enough effect in the signal ratio, with a control signal flat, not every such curve was filed as active; inconclusive = small, poorly fitted or top-dose-only effect, or effect the other way, or a change in a side signal; the % refers to the signal ratio
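Laser-scanning cytometry quantifies lipid droplet accumulation (500–530 nm total intensity; droplet/cell object ratio) in oleic acid-fed (400 uM added) Drosophila S3 cells treated with a concentration series. 20 uM Triacsin C defined 100% inhibition.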
S3 lipid droplet cell count max: further read-out of S3 lipid droplet, marked with its call; cell number change, %; measured here: cell count max response;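 cells counted by Cell Tracker Red CMTPX staining in the red channel; peak over a dose series mostly up to 46.1 µM; percent activity relative to internal control wells on each plate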
The depositor's hits bear a star; i = inactive; ? = inconclusive; . = not tested or not shown; [ ] = another dose, or the depositor's remark. % is set by controls: 0 for no effect and ±100 for the full control effect; potency is the fitted concentration of half-maximal effect. Some of the compounds tested (hit frequency here may not be typical).

SMILES	S3 lipid droplet	S3 lipid droplet cell count max
COc1cc2c(cc1OC)C1(CCCC1)CNC2c1ccc([N+](=O)[O-])cc1 (stereo not drawn)	i	.
O=C1C(=O)N2C(=C1C(=O)N1CCCCCC1)c1ccccc1CC21CCCC1	?	.
Cc1ccccc1-n1c(=O)cc(NCC2CCCO2)[nH]c1=O (stereo not drawn)	3%	1
O=C(Nc1ccc(Cl)c(Cl)c1)Nn1cnnc1	i	-17
O=C1Nc2cc3c(cc2Sc2ccccc21)OCCO3	-4%	1
COc1ccc2c(c1OC)C(=O)N(c1ncn[nH]1)C2	-41%	4
Cc1ncsc1CCOC(=O)c1ccc(Cl)cc1	?	.
COc1cccc(-c2nc(CS(=O)(=O)CC(=O)Nc3cc(C)ccc3C)c(C)o2)c1	?	.
CC(C)OC(=O)C(C)Oc1ccc(C(=O)NCCc2ccccc2)cc1 (stereo not drawn)	?	.
COc1ccc(C(=O)Nc2ccccc2C(=O)N/N=C/c2ccc(O)c(OC)c2)cc1	?	.
CCn1cc(C(=O)NC2CC(C)(C)Cc3c2cnn3-c2cccc(F)c2)cn1 (stereo not drawn)	?	.
Cc1cccc(NC2=C(Cl)C(=O)OC2OC(C)C)c1 (stereo not drawn)	2%	.
Cc1ccc(-c2cc(C(=O)Nc3ccc(S(=O)(=O)Nc4ncccn4)cc3)c3ccccc3n2)cc1	-14%	3
CN(C(=O)CSc1ncnc2sccc12)c1c(N)n(Cc2ccccc2)c(=O)[nH]c1=O	6%	1
C=CCC1NS(=O)(=O)O[C@H](CCCC)[C@@H]1O (stereo partly drawn)	?	.
N#Cc1ccc(OC(=O)c2cnccn2)cc1	i	33
CCOC(=O)c1ccc(N2C(=O)CC(Nc3ccc(O)cc3)C2=O)cc1 (stereo not drawn)	?	.
COc1ccc(Cl)cc1NC(=O)Nn1cnnc1	?	.
C/C(=N\NC(=O)CCCOc1ccc(Cl)cc1C)c1ccc(C)o1	?	.
Cc1cc([N+](=O)[O-])nn1CC(=O)NC(C)c1ccccc1 (stereo not drawn)	8%	-18
CCOC(=O)c1cnc(SCC(=O)Nc2ccc(NC(C)=O)c(OC)c2)nc1N	?	.
COc1ccc(Cn2nnnc2C(c2cc(OC)ccc2OC)N2CCC(C(N)=O)CC2)cc1 (stereo not drawn)	14%	7
Cc1ccn2c(NC(=O)c3ccccc3)c(-c3cccs3)nc2c1	0%	16
CCOc1ccc(/C=N/NC(=O)C(C)Sc2ccccn2)cc1OCC (stereo not drawn)	11%	3
CCN(CCN1CCCC1)C(=O)C1CCC(=O)N(CCCN2CCOCC2)C1 (stereo not drawn)	?	.
CS(=O)(=O)c1ccc(C(=O)NNC(=O)c2ccccc2-n2cccc2)cc1	?	.
O=S(=O)(Nc1ccc2c(c1)oc1ccccc12)N1CCCC1	-24%	.
C/C(N)=C(/C#N)C(=O)COC(=O)c1cc(-c2ccc(C)cc2)nc2ccccc12	?	.
CCc1cccc(C)c1NC(=O)COC(=O)Cn1c(C)csc1=O	i[0.0737 µM]	20
COc1cccc(C(=O)NCCCNC(=O)c2cccc(OC)c2)c1	?	.

Profiles as entered above. Screens in order: S3 lipid droplet, S3 lipid droplet cell count max
Record of COc1ccc(Cn2nnnc2C(c2cc(OC)ccc2OC)N2CCC(C(N)=O)CC2)cc1 (stereo not drawn) : 14%, 7
Record of CCOc1ccc(/C=N/NC(=O)C(C)Sc2ccccn2)cc1OCC (stereo not drawn) : 11%, 3
Record of O=S(=O)(Nc1ccc2c(c1)oc1ccccc12)N1CCCC1 : -24%, .

Next results follow:
SMILES	S3 lipid droplet	S3 lipid droplet cell count max
COc1ccc(CC(=O)Nc2ccc(-c3nnc(-c4ccccc4)o3)cc2)cc1OC	i	.
O=C(Cn1cc([N+](=O)[O-])cn1)NCc1ccccc1	-26%	0
CCOC(=O)N1CCC(N(CCN(C)C)C(=S)Nc2cc(Cl)ccc2C)CC1	?	.
N/C(=N\OC(=O)c1ccco1)c1ccc(Cl)cc1	8%	18
COc1ccc(OC2C(=O)N(Cc3ccc(F)cc3)C2c2ccc(OC)c(OC)c2)cc1 (stereo not drawn)	0%	.
O=C(Nc1nc2cc3c(cc2s1)OCO3)C1CC1	26%	-3
O=C(CSc1ccc(-c2cccnc2)nn1)N1CCCCCC1	?	.
COc1ccc2c(c1)OC[C@H]1[C@H]2N2C(=O)c3cc(Cl)ccc3NC(=O)[C@@]2(C)[C@H]1c1ccccc1	?	.
COc1ccc(CN2C(=O)c3ccccc3C(/C=N\OCc3ccc(F)cc3)C2=O)cc1 (stereo not drawn)	22%	.
COC(=O)Nc1ccc(S(=O)(=O)Nc2cc(C(F)(F)F)c[nH]c2=O)cc1	?	.

2 compounds drawn at random from the list so far:
SMILES	S3 lipid droplet	S3 lipid droplet cell count max
O=C(CSc1ccc(-c2cccnc2)nn1)N1CCCCCC1	?	.
COc1ccc(OC2C(=O)N(Cc3ccc(F)cc3)C2c2ccc(OC)c(OC)c2)cc1 (stereo not drawn)	0%	.

Continuation.
SMILES	S3 lipid droplet	S3 lipid droplet cell count max
COC(=O)Cn1ncn2cccc2c1=O	-4%	-1
CCCn1c(NC(=O)c2ccc(F)cc2)nc2ccccc21	?	.
COc1cc(/C=N/NC(=O)CN2CCCCC2)ccc1OCc1ccc(Br)cc1	?	.
CC1=C(C(=O)Nc2cc(C)ccn2)C(c2cnn(C)c2)C2=C(CC(c3ccccc3)CC2=O)N1 (stereo not drawn)	16%	5
Cc1onc(-c2c(F)cccc2Cl)c1C(=O)Nc1cccc(S(=O)(=O)NC2=NCCC2)c1	?	.
CSc1nsc(/C=C/Nc2ccc(C)c(C)c2)c1C#N	?	.
CCOC(=O)c1[nH]cnc1C(=O)NC1CCCCC1	i	.
COc1cc(/C=N/NC(=O)c2nnn(-c3nonc3N)c2-c2cccs2)ccc1O	?	.
O=C(NNC(=O)c1cc(Br)ccc1Cl)c1csc(N2CCOCC2)n1	4%	.
CCOC(=O)C1CCN(C(=O)CSc2nc3ncccc3[nH]2)CC1	i	.
CCOC(=O)c1ccccc1NC(=O)CN1C(=O)NC(C)(CCc2ccccc2)C1=O (stereo not drawn)	i	.
CC(=O)N1CCC(=NNc2ccnc3cc(Cl)ccc23)CC1	-8%	-18
CSCC[C@H](NC(=O)c1ccc(Cl)c([N+](=O)[O-])c1)c1nc2ccccc2[nH]1	?	.
N#C/C(=C\c1ccc(C#N)cc1)C(=O)N1CCCC1	28%	.
COc1ccc(N2CCN(C(=O)CCNS(=O)(=O)c3ccc(C)cc3)CC2)cc1	?	.
COc1ccc(-c2nc(CS(=O)CC(=O)NC3CCCCC3C)c(C)o2)cc1 (stereo not drawn)	i	.
CCCOc1ccc(-c2nn(-c3ccccc3)cc2/C=C2\SC(N)=NC2=O)cc1	?	.
C#CCOCCOCCOCCNc1nc(N2CCN(C(=O)Cn3cc(CCCCN)nn3)CC2)nc(N2CCN(C(=O)Cn3cc(CC(C)O)nn3)CC2)n1 (stereo not drawn)	-3%	-22
Cn1c(=O)c2c(nc(NNC(=O)C(F)(F)F)n2C)n(C)c1=O	?	.
O=C(CP(=O)(c1ccccc1)c1ccccc1)Nc1cccc(CP(=O)(c2ccccc2)c2ccccc2)c1	-15%	7
NC(=O)NC(c1ccccc1)c1cccc2ccccc12 (stereo not drawn)	?	.
COc1cc2c(cc1OC)C(C1(O)CCCCC1)NCC2 (stereo not drawn)	?	.
CCN(CC(=O)N1CCOCC1)S(=O)(=O)c1cc(Cl)ccc1Cl	-8%	16
CC1CCc2c(sc3ncn(CC(=O)N=Nc4c(O)[nH]c5ccccc45)c(=O)c23)C1 (stereo not drawn)	-14%	0
S=C(NCc1ccccc1)N1CCc2ccccc2C1	8%	2
c1ccc2c(c1)nc1n2C2(N3CCOCC3)CCCC2C1N1CCOCC1 (stereo not drawn)	?	.
CCOCCCNC(=O)Cn1cnc2sc(C)c(S(=O)(=O)N3CCN(c4ncccn4)CC3)c2c1=O	1%	13
CCCN(CC(=O)Nc1ccccc1OC)C(=O)c1cccc(S(=O)(=O)Nc2ccc(OC)cc2)c1	?	.
O=C(O)CCCC(=O)N1CCN(c2ncccn2)CC1	17%	4
Clc1ccc2nc(-c3ccccc3)c(CN3CCOCC3)n2c1	?	.
O=C(COc1ccc(Cl)cc1Cl)N/N=C/c1ccc(OC2OC(CO)C(O)C(O)C2O)cc1 (stereo not drawn)	i	15
Clc1ccc(C(c2nnnn2C2CCCCC2)N(Cc2cccnc2)Cc2ccco2)cc1 (stereo not drawn)	6%	0
O=C(c1ccc(S(=O)(=O)Nc2ccccc2)cc1)N1CCC1	?	.
Nc1[nH]ncc1S(=O)(=O)c1ccccc1	?	.
CCOC(=O)NC(Nc1ccc(S(N)(=O)=O)cc1)(C(=O)OCC)C(F)(F)F (stereo not drawn)	?	.
N#CCc1cnc2ccccc2n1	10%	9
Cc1cc(C)c(C#N)c(SCC(O)COc2ccc(Br)cc2)n1 (stereo not drawn)	i	6
C(=C\c1ccco1)/c1nc2ccccc2[nH]1	?	.
O=Cc1coc2c(ccc3ccccc32)c1=O	?	.
O=C(Nc1cccc(F)c1)C1CCCN(c2cnccn2)C1 (stereo not drawn)	17%	11
C=CCS/C(N)=N\N=C\c1c(O)ccc2ccccc12	6%	-13
CN(C)c1cc(Nc2ccc(O)cc2)c([N+](=O)[O-])c2nonc12	-2%	4
COC(=O)c1sccc1NC(=O)c1cc(C)on1	6%	1
O=c1[nH]c2ccc(Cl)cc2c(-c2ccccc2)c1CN1CCOCC1	?	.
Cc1cc(C)n(-c2ccc(OCC(=O)O)nn2)n1	12%	-1
Cc1ccc(C(C)C)c(OC(=O)/C=C/c2ccccc2)c1	i	.
Cc1c(NC(=O)COC(=O)c2c3c(nc4ccccc24)CCCC3)c(=O)n(-c2ccccc2)n1C	?	.
COc1ccc(C(=O)NC(C)C2CC3CCC2C3)c(OC)c1 (stereo not drawn)	i	14
COc1ccc(C(OCC(O)CN2CCC(O)CC2)c2ccc(OC)cc2)cc1 (stereo not drawn)	?	.
O=C1CC(NC2CCN(C(=O)c3cccc(F)c3)CC2)C(=O)N1 (stereo not drawn)	?	.

Ordered by molar mass (smallest number first): part of the list above
SMILES	S3 lipid droplet	S3 lipid droplet cell count max
Cc1cc(C)n(-c2ccc(OCC(=O)O)nn2)n1	12%	-1
COC(=O)c1sccc1NC(=O)c1cc(C)on1	6%	1
COc1ccc(C(=O)NC(C)C2CC3CCC2C3)c(OC)c1 (stereo not drawn)	i	14
CN(C)c1cc(Nc2ccc(O)cc2)c([N+](=O)[O-])c2nonc12	-2%	4
O=C1CC(NC2CCN(C(=O)c3cccc(F)c3)CC2)C(=O)N1 (stereo not drawn)	?	.
COc1ccc(C(OCC(O)CN2CCC(O)CC2)c2ccc(OC)cc2)cc1 (stereo not drawn)	?	.

Other entries.
SMILES	S3 lipid droplet	S3 lipid droplet cell count max
COC(=O)c1c(N)c2ccccc2[nH]c1=O	i	27
COc1ccc(-c2nc(CC(=O)O)cs2)cc1OC	?	.
CC(C)c1cc(C(=O)Nc2cc(Br)ccc2O)no1	?	.
C/C(=N\OCC(=O)OCC(=O)N(Cc1ccccc1)C(C)(C)C)c1ccc2c(c1)OCO2	i[0.0737 µM]	.
COC(=O)c1cc(C(=O)Cc2ccccc2)c[nH]1	?	.
O=C(CN1CCC(NC(=O)c2cccc(F)c2)CC1)NCc1cccs1	1%	-8
CN(C)c1ccc(P(=O)(OCc2ccccc2)C(O)c2ccccc2F)cc1 (stereo not drawn)	-7%	-17
CCCCCN(C(=O)CCC(=O)OCc1ccc(C(C)(C)C)cc1)c1c(N)n(CCCC)c(=O)[nH]c1=O	?	.
CC1(C)C2(C#N)C(N)=NC3(OCCO3)C12C#N (stereo not drawn)	-6%	-9
O=C(Cn1cnc2c(nnn2Cc2ccc(Cl)cc2)c1=O)OCc1ccccc1	12%	16
COC(=O)NC1CSCC1OC(=O)CN1C(=O)c2ccccc2C1=O (stereo not drawn)	i	.
C/C(C/C(C)=C1/SC(=S)NC1=O)=C1\SC(=S)NC1=O	2%	25
O=C(O)c1ccc(CSc2ncn[nH]2)cc1	?	.
COC(=O)Cn1c2c(c3cc(C)ccc31)CCCC2	10%	3
Cc1c(C(=O)O)cccc1-c1ccc(/C=C2\SC(=O)NC2=O)o1	?	.
COc1cc(C2C(C#N)=C(N)Oc3c2ccc2ccccc32)ccc1OCC(=O)Nc1ccc(C)cc1 (stereo not drawn)	?	.
O=C(c1ccccn1)N1CCN(S(=O)(=O)c2ccc(F)cc2)CC1	?	.
O=c1c2ccccc2nc(-c2ccccc2)n1Cc1ccc(Cl)cc1	?	.
CN1C(=O)CC(N2CCN(C(=O)c3ccccc3)CC2)C1=O (stereo not drawn)	?	.
COc1ccc(C)cc1NC(=O)CSc1nc2ccccc2nc1N1CCCC1	10%	11
COC(=O)c1ccc(OC(=O)c2cccnc2)cc1	?	.
Cc1c(NC(=O)CN2CCN(C(=O)c3ccco3)CC2)c(=O)n(-c2ccccc2)n1C	?	.
COC(CNC(=O)c1ccc2c(c1)nc(C)n2-c1cccc(C)c1)OC	4%	14
O=C(CC(=O)Nc1ccccc1C(=O)O)NNC(=O)Cc1ccccc1	0%	9
CS/C(N)=N/N=C/c1c(O)ccc2ccccc12	-3%	13
Nn1c(SCC(=O)Nc2ccc3c(c2)OCO3)nnc1-c1cccc(Cl)c1	-1%	1
Cc1ccc(C)c(SCC(=O)NCc2ccco2)c1	4%	-5
O=c1c(=NNc2ccccc2Cl)c(=O)c2ccccc12	-3%	-1
